JMJD2A Tudor inh – blocks the human JMJD2A Tudor domain | actives 4.4% (n = 390,000) | AlphaScreen JMJD2A-Tudor / H3K4me3 peptide binding | O75164 | AID 504339 | Potency, µM (top dose mostly 114 µM), inactives show at the top dose activity change, negative = inhibition, most hits filed as inhibitors; also: % is scaled to controls: 0 for no effect and ±100 for the full control effect; nearly all actives have a fitted effect of over 50% in size
Target sequence (O75164 whole entry, looked up, the tested form may be a part): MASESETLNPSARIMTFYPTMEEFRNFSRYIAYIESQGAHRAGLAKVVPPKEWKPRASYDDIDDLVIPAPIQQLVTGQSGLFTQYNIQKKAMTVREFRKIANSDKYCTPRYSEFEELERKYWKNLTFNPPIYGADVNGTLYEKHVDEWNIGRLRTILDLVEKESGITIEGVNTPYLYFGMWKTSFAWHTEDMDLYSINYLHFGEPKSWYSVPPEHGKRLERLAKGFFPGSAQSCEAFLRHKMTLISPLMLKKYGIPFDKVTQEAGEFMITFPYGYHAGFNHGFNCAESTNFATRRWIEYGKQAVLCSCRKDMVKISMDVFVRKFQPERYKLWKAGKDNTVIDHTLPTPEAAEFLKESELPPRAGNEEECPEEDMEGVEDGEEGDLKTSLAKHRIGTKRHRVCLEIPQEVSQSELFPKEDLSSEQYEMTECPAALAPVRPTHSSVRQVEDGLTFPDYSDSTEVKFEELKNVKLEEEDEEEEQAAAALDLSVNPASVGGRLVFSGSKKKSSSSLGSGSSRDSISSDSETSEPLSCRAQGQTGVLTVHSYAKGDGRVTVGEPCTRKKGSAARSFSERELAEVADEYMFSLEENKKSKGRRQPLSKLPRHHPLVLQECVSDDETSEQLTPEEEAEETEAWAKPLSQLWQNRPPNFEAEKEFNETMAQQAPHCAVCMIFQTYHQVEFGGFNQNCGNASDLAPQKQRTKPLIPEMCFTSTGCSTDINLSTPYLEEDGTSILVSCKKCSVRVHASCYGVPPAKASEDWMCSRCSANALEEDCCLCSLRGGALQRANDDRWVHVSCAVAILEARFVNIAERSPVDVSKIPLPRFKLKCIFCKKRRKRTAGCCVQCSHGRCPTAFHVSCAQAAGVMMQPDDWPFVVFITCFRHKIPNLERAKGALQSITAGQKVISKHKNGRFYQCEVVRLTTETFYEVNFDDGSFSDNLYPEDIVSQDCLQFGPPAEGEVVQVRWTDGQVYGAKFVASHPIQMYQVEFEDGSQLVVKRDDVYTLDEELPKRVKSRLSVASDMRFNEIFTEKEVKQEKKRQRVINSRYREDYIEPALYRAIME
G9a inh – blocks human histone lysine methyltransferase G9a; G9a H3K9 monomethylation, AlphaScreen, 2 h; Potency, µM (doses to about 102 µM), without a hit: top-dose activity, negative = inhibition, most hits filed as inhibitors; actives 8.8% (n = 350,000); AID 504332; also: % is scaled to controls: 0 for no effect and ±100 for the full control effect; nearly all actives have a fitted effect of over 75% in size
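G9a (20 nM) preincubated 15 min RT with compounds, then 500 nM biotinylated H3K9 peptide and 20 uM SAM added; 2 h RT reaction. Monomethyl-H3K9 product detected by AlphaScreen with anti-H3K9me1 antibody, streptavidin donor and anti-rabbit IgG acceptor beads.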
GLS inh – inhibitors of human glutaminase (GLS) | O94925 | Potency, µM (titrated, usually from 45.5 µM), without a hit: at the highest dose activity change, negative = inhibition, most hits filed as inhibitors | actives 0.21% (n = 410,000) | GLS enzymatic activity, qHTS titration; also: % is scaled to controls: 0 for no effect and ±100 for the full control effect
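Compounds were pin-transferred onto hKGA, after which L-glutamine (1 mM solution) and a detection mix of glutamate oxidase, HRP and Amplex Red were added. Initial and 30 min RT fluorescence reads were collected.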
PGK inhibitor – blocks T. brucei phosphoglycerate kinase | P07378 | Potency, µM (top dose mostly 57.5 µM), for the others: at the highest dose activity change, negative = inhibition, most hits filed as inhibitors | actives 0.043% (n = 380,000) | AID 602233 | PGK/GAPDH coupled, Kinase-Glo luminescence, 60 min; also: % is scaled to controls: 0 for no effect and ±100 for the full control effect; nearly all actives have a fitted effect of over 60% in size
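Recombinant glycosomal PGK reaction used 1,3-bisphosphoglycerate generated in-well by GAPDH (100nM final) in 100mM TEA pH 7.6, 5mM MgCl2, 0.01% Tween-20. After 60 minutes at room temperature, ATP was read by Kinase-Glo Plus luminescence end-point.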
BAZ2B inh – blocks human BAZ2B; AlphaScreen BAZ2B-H3K14Ac peptide displacement; Potency, µM (series often up to 114 µM), without a hit: at the highest dose activity change, negative = inhibition, hits mostly inhibitors; actives 4.4% (n = 360,000); AID 504333; also: % is scaled to controls: 0 for no effect and ±100 for the full control effect; nearly all actives have a fitted effect of over 60% in size
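BAZ2B (50 nM) with biotin-H3(5-23)K14Ac peptide (50 nM) in PBS pH 7.4, 0.01% Tween-20, preformed 30 min, then compound 30 min at room temperature; top concentration 110uM. AlphaScreen streptavidin donor/nickel chelate acceptor beads (10 ug/mL final), 20 min dark, signal read.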
HP1b chromo inh – HP1-beta chromodomain-methylated histone interaction inhibition; AlphaScreen HP1-beta / biotin-H3K9me3 peptide binding; actives 0.56% (n = 390,000); AID 540317; Potency, µM (highest dose often 114 µM), for the others: top-dose activity change, negative = inhibition, actives largely listed as inhibitors; P83916; also: nearly all actives have a fitted effect of over 70% in size; inactives centre near 23
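HP1-beta protein (50 nM final) preincubated 30 min at room temperature with biotinylated H3(1-18)K9me3 peptide (50 nM) in PBS pH 7.4, 0.01% Tween-20, then compound added for 30 min. AlphaScreen streptavidin donor/nickel chelate acceptor beads (10 ug/mL final), 30 min dark, luminescence read.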
BLM helicase inh – blocks DNA unwinding by human BLM helicase; actives 0.2% (n = 350,000); AID 2528; recombinant BLM DNA unwinding, fluorescence dequenching; Potency, µM (top dose mostly 56.1 µM), without a hit: at the highest dose activity change, negative = inhibition, usual class: inhibitors;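 also: plate controls were vehicle for no effect and no enzyme for full effect; nearly all actives have a fitted effect of over 35% in size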
Pol iota inh – inhibitors of human DNA polymerase iota. Q9UNA4. Pol iota fluorescent replication assay, 10 min. Potency, µM (series often up to 115 µM), inactives show at the top dose activity, negative = inhibition, most hits filed as inhibitors. actives 1% (n = 390,000)
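Fluorescent replication assay read twice, at 0 min and 10 min after adding 50 nM (final) substrate. Enzyme (10 nM) and compounds were first incubated 15 min at room temperature; enzyme-free buffer wells were negative controls.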
Pin1 inh – human Pin1 inhibition; Potency, µM (highest dose often 115 µM), for inactives: top-dose activity, negative = inhibition, hits mostly inhibitors; Q13526; actives 0.009% (n = 390,000); Pin1 FP peptide displacement, HiFluor488, 10 min; active = well fitted inhibition curve with a large enough effect in the polarisation, with a control signal flat, not every such curve was filed as active; inconclusive = small, poorly fitted or top-dose-only effect, or effect the other way, or a change in a side signal; inactive = no such curve, though single readings can be large or run the other way; the % refers to the polarisation; also: % is scaled to controls: 0 for no effect and ±100 for the full control effect
Numbers without * were called inactive; [ ] = dose if it differs, or a comment. Unless noted, calls follow the shape of the dose curve; as a rule, active = well fitted curve in the direction sought with a large enough effect; inconclusive = small, poorly fitted or top-dose-only effect, or another doubt; inactive = no such curve, though single readings can be large; an effect the other way counts as inactive or inconclusive. Potency is read from the fitted curve at half-maximal effect. The list is partial; rates above refer to the full screens.

What do the screens show for `CN(C)c1ccc(C=NCCc2ccc(S(N)(=O)=O)cc2)cc1`?
JMJD2A Tudor inh: 4%; G9a inh: -32%; GLS inh: 4%; PGK inhibitor: -7%; BAZ2B inh: 5%; HP1b chromo inh: 30%; BLM helicase inh: -1%; Pol iota inh: 61%[activator]; Pin1 inh: 1%

How did NC(=O)NC(=O)COC(=O)c1ccc2c(c1)C(=O)N(Cc1ccccc1)C2=O do in these assays?
JMJD2A Tudor inh: -14%; G9a inh: -5%; GLS inh: -10%; PGK inhibitor: -4%; BAZ2B inh: -10%; HP1b chromo inh: 22%; BLM helicase inh: -11%; Pol iota inh: -21%; Pin1 inh: 1%

What do the screens show for `Cc1ccc2nc(-c3ccc(C)c(NC(=O)Cc4ccccc4)c3)oc2c1`?
JMJD2A Tudor inh: -5%; G9a inh: 10%[59 µM]; GLS inh: -14%; PGK inhibitor: -2%; BAZ2B inh: -1%; HP1b chromo inh: 41%; BLM helicase inh: -1%; Pol iota inh: 18%; Pin1 inh: -2%

What do the screens show for `CCC(=O)Nc1ccc(C(=O)OCc2ccccc2)cc1`?
JMJD2A Tudor inh: -8%; G9a inh: 1%; GLS inh: 4%; PGK inhibitor: -8%; BAZ2B inh: -1%; HP1b chromo inh: 59%[activator]; BLM helicase inh: -5%; Pol iota inh: inconclusive; Pin1 inh: -3%

How did N#CCCn1cc(C(=O)Nc2ccc([N+](=O)[O-])cc2)c(-c2cccs2)n1 do in these assays?
JMJD2A Tudor inh: -24%; G9a inh: -29%; GLS inh: -16%; PGK inhibitor: -1%; BAZ2B inh: -36%; HP1b chromo inh: 27%; BLM helicase inh: -14%; Pol iota inh: 9%; Pin1 inh: -6%

Results for O=C(Nc1ccc(NS(=O)(=O)c2ccccc2)cc1)c1ccccc1 ?
JMJD2A Tudor inh: -11%; G9a inh: -3%[59 µM]; GLS inh: 8%; PGK inhibitor: -2%; BAZ2B inh: 1%; HP1b chromo inh: 32%; BLM helicase inh: -3%; Pol iota inh: 22%; Pin1 inh: 4%

What do the screens show for `c1ccc(CN(CCN2CCOCC2)Cc2ccccc2)cc1`?
JMJD2A Tudor inh: -22%; GLS inh: 18%; PGK inhibitor: 0%; HP1b chromo inh: -17%; Pol iota inh: 32%[activator]; Pin1 inh: 7%

How did Cc1cc([N+](=O)[O-])cc(C)c1OCC(=O)N/N=C/c1ccc(OC(=O)c2ccccc2Br)cc1 do in these assays?
JMJD2A Tudor inh: -27%; G9a inh: 11%[59 µM]; GLS inh: 16%; PGK inhibitor: 11%; BAZ2B inh: -35%; HP1b chromo inh: 2%; BLM helicase inh: -3%; Pol iota inh: 15%; Pin1 inh: -3%

Results for CCCCOc1ccc(NC(=O)CN2CCN(CC)CC2)cc1 ?
JMJD2A Tudor inh: 0.79µM*; G9a inh: 11µM*; GLS inh: 0%; PGK inhibitor: -11%; BAZ2B inh: 56µM*; HP1b chromo inh: inconclusive; BLM helicase inh: -6%; Pol iota inh: 160%[activator]; Pin1 inh: -13%

Results for CCOC(=O)Cc1csc(NC(=O)CCN2C(=O)c3cccc([N+](=O)[O-])c3C2=O)n1 ?
JMJD2A Tudor inh: 12%; G9a inh: -13%; GLS inh: -11%; PGK inhibitor: -4%; BAZ2B inh: -2%; HP1b chromo inh: 10%; BLM helicase inh: 0%; Pol iota inh: 81%[activator]; Pin1 inh: -5%

How did Cc1ccc(CCNS(=O)(=O)c2ccc3c(c2)CCN3C(=O)CCC(=O)O)cc1 do in these assays?
JMJD2A Tudor inh: -1%; G9a inh: 21%[59 µM]; GLS inh: -2%; PGK inhibitor: -5%; BAZ2B inh: 19%; HP1b chromo inh: 66%[activator]; BLM helicase inh: 2%; Pol iota inh: 13%; Pin1 inh: -1%

How did Cn1c(SCC(=O)N2CCOCC2)nc2sc3c(c2c1=O)CCCC3 do in these assays?
JMJD2A Tudor inh: 1%; G9a inh: 3%[59 µM]; GLS inh: 4%; PGK inhibitor: -4%; BAZ2B inh: 0%; HP1b chromo inh: 25%; BLM helicase inh: 0%; Pol iota inh: 3%; Pin1 inh: 2%

Quoted at random: 2 records from the list
How did Cc1cc([N+](=O)[O-])cc(C)c1OCC(=O)N/N=C/c1ccc(OC(=O)c2ccccc2Br)cc1 do in these assays?
JMJD2A Tudor inh: -27%; G9a inh: 11%[59 µM]; GLS inh: 16%; PGK inhibitor: 11%; BAZ2B inh: -35%; HP1b chromo inh: 2%; BLM helicase inh: -3%; Pol iota inh: 15%; Pin1 inh: -3%

How did Cn1c(SCC(=O)N2CCOCC2)nc2sc3c(c2c1=O)CCCC3 do in these assays?
JMJD2A Tudor inh: 1%; G9a inh: 3%[59 µM]; GLS inh: 4%; PGK inhibitor: -4%; BAZ2B inh: 0%; HP1b chromo inh: 25%; BLM helicase inh: 0%; Pol iota inh: 3%; Pin1 inh: 2%

Molecules above that have a thiophene ring, fused or not (2):
How did N#CCCn1cc(C(=O)Nc2ccc([N+](=O)[O-])cc2)c(-c2cccs2)n1 do in these assays?
JMJD2A Tudor inh: -24%; G9a inh: -29%; GLS inh: -16%; PGK inhibitor: -1%; BAZ2B inh: -36%; HP1b chromo inh: 27%; BLM helicase inh: -14%; Pol iota inh: 9%; Pin1 inh: -6%

How did Cn1c(SCC(=O)N2CCOCC2)nc2sc3c(c2c1=O)CCCC3 do in these assays?
JMJD2A Tudor inh: 1%; G9a inh: 3%[59 µM]; GLS inh: 4%; PGK inhibitor: -4%; BAZ2B inh: 0%; HP1b chromo inh: 25%; BLM helicase inh: 0%; Pol iota inh: 3%; Pin1 inh: 2%

Remaining list, next part:
Results for COc1cc(C(=O)N2C(=O)CCC2=O)cc(OC)c1OC ?
JMJD2A Tudor inh: -13%; G9a inh: 35µM*; GLS inh: -26%; PGK inhibitor: -1%; BAZ2B inh: inconclusive; HP1b chromo inh: 64%[activator]; BLM helicase inh: 0%; Pol iota inh: 116%[activator]; Pin1 inh: -3%

Results for COc1ccc(-c2noc(CCCCC(=O)N3CCN(c4cc(C)ccc4C)CC3)n2)cc1 ?
JMJD2A Tudor inh: -9%; GLS inh: 4%; PGK inhibitor: 2%; HP1b chromo inh: 49%[activator]; Pol iota inh: -15%; Pin1 inh: 6%

Results for COC(=O)C1=C(N)OC2=C(C(=O)CCC2)C1c1ccccc1OC (centres undefined) ?
JMJD2A Tudor inh: -17%; G9a inh: 4%; GLS inh: -13%; PGK inhibitor: -11%; BAZ2B inh: -14%; HP1b chromo inh: 26%; BLM helicase inh: 1%; Pol iota inh: -22%; Pin1 inh: -5%

Results for CCOC(=O)c1ccccc1NC(=O)CSc1cccc[n+]1[O-] ?
JMJD2A Tudor inh: -22%; G9a inh: 0%[0.501 µM]; GLS inh: 0%; PGK inhibitor: -2%; BAZ2B inh: 35%; HP1b chromo inh: 35%; BLM helicase inh: 1%; Pol iota inh: -2%; Pin1 inh: 9%

What do the screens show for `C=CCOC(=O)C1=C(C)NC(=O)NC1c1ccc(OC(=O)c2ccco2)c(OC)c1` (centres undefined)?
JMJD2A Tudor inh: -6%; G9a inh: -4%[12.7 µM]; GLS inh: -7%; PGK inhibitor: -2%; BAZ2B inh: -29%; HP1b chromo inh: 34%; BLM helicase inh: -3%; Pol iota inh: 4%; Pin1 inh: 7%

How did COc1ccc(OCc2nnc(NC(=O)Nc3ccccc3F)s2)cc1 do in these assays?
JMJD2A Tudor inh: -3%; G9a inh: 24%[59 µM]; GLS inh: -1%; PGK inhibitor: -2%; BAZ2B inh: -1%; HP1b chromo inh: 28%; BLM helicase inh: -2%; Pol iota inh: 19%; Pin1 inh: 0%

Results for O=C(CN1C(=O)NC2(CCc3ccccc32)C1=O)c1ccc2c(c1)OCCO2 (centres undefined) ?
JMJD2A Tudor inh: -14%; G9a inh: 14%[12.7 µM]; GLS inh: -1%; PGK inhibitor: -5%; BAZ2B inh: 11%; HP1b chromo inh: 27%; BLM helicase inh: -1%; Pol iota inh: 4%; Pin1 inh: 5%

Results for COCCCNc1nc(NCc2ccccc2OC)c2cnn(C)c2n1 ?
JMJD2A Tudor inh: -24%; G9a inh: 48%[59 µM]; GLS inh: 3%; BAZ2B inh: 3%; HP1b chromo inh: 35%; BLM helicase inh: 0%; Pol iota inh: 14%; Pin1 inh: 4%

Results for C=C(C)CSc1nnc2[nH]c(=O)cc(N)n12 ?
JMJD2A Tudor inh: 1%; GLS inh: 13%; PGK inhibitor: -2%; HP1b chromo inh: 15%; Pol iota inh: -3%; Pin1 inh: 3%

How did COc1cccc(OCc2cc(C(=O)N(C)CCC3CCCCO3)no2)c1 (centres undefined) do in these assays?
JMJD2A Tudor inh: -12%; G9a inh: -4%[12.7 µM]; GLS inh: 2%; PGK inhibitor: -7%; BAZ2B inh: 6%; HP1b chromo inh: 19%; BLM helicase inh: -6%; Pol iota inh: inconclusive; Pin1 inh: 4%

Results for COc1cc(NS(C)(=O)=O)c(OC)cc1NC(=O)c1cccc(F)c1 ?
JMJD2A Tudor inh: -8%; G9a inh: -38%[12.7 µM]; GLS inh: 24%; BAZ2B inh: -10%; HP1b chromo inh: 8%; BLM helicase inh: -4%; Pol iota inh: 10%; Pin1 inh: 3%

Results for N/C(=N/OC(=O)c1cccc([N+](=O)[O-])c1)c1cccc([N+](=O)[O-])c1 ?
JMJD2A Tudor inh: -25%; G9a inh: inconclusive; GLS inh: -15%; PGK inhibitor: -6%; BAZ2B inh: -23%; HP1b chromo inh: 5%; BLM helicase inh: -8%; Pol iota inh: 188%[activator]; Pin1 inh: -2%

Results for COc1ccc(OC)c(NCc2cccn2-c2nnc(N3CCCCC3)s2)c1 ?
JMJD2A Tudor inh: 50µM*; G9a inh: 8.9µM*; GLS inh: 6%; PGK inhibitor: -1%; BAZ2B inh: -37%[57.1 µM]; HP1b chromo inh: inconclusive; BLM helicase inh: -10%; Pol iota inh: 38%[activator]; Pin1 inh: -3%

What do the screens show for `COC(=O)CSc1nc(NCc2ccccc2)nc(N(C)C)n1`?
JMJD2A Tudor inh: -5%; G9a inh: 8%[59 µM]; GLS inh: -2%; PGK inhibitor: 6%; BAZ2B inh: 6%; HP1b chromo inh: 45%[activator]; BLM helicase inh: -2%; Pol iota inh: 30%; Pin1 inh: -2%
